Assay outcomes from PubChem BioAssay.
CCT modulator: High-Throughput Screening for Modulators of Cytosolic Chaperonin Activity | purified chaperonin ATPase assay, HTRF ADP detection, 30 min | activity change, % (no concentration beside the values), hits read low | 360,000 tested, 0.3% active | AID 651819, 2012; in the data active = activity change below about -30%; also: % is scaled to controls: 0 for no effect and ±100 for the full control effect
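We incubate TRiC, 40 or 20 nM final, with library compounds at 76 uM and 10 uM ATP for 30 min at 37 °C. ADP formed is detected with Transcreener HTRF reagents after 30 min at room temperature.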
Abeta rescue: qHTS for compounds that reverse cellular toxicity of Amyloid beta (A-beta) peptide in yeast: Primary Screen; yeast expressing A-beta42, growth rescue, OD600, 48 h; response scale: 0% DMSO, 100% iron-clioquinol control; Potency, µM (titrated, usually from 46.1 µM), for inactives: at the highest dose growth rescue, most hits filed as activators; 410,000 tested, 0.063% active; also: potency is read from the fitted curve at half-maximal effect; nearly all actives have a fitted effect of over 55% in size
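Growth rescue measured by 600 nm absorbance after 48 h yeast culture at 30 C with compound. Values normalized between DMSO and an equimolar ferric chloride plus clioquinol control.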
MmCpn inh: Inhibitors of TCP-1 ring complex (TRiC) of Methanococcus maripaludis (MmCpn): qHTS; 330,000 tested, 0.031% active; Chaperonin Mm-Cpn (Methanococcus maripaludis); Potency, µM (highest dose often 76.9 µM), for inactives: top-dose activity, negative = inhibition, usual class: inhibitors; purified Mm-Cpn ATPase, ADP Transcreener TR-FRET; AID 504842, 2011; also: potency is read from the fitted curve at half-maximal effect; % is scaled to controls: 0 for no effect and ±100 for the full control effect; nearly all actives have a fitted effect of over 80% in size
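Reaction buffer contained 30 mM Tris pH 7.4, 100 mM KCl, 5 mM MgCl2 and 1 mM DTT. Mm-CPN (25 nM final) hydrolysed 10 uM ATP over 30 min at 37°C; ADP was read by HTRF.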
Nrf2 inh: Nrf2 qHTS screen for inhibitors; Potency, µM (top dose mostly 46 µM), inactives show at the top dose activity change, negative = inhibition, usual class: inhibitors; A549 ARE-Fluc reporter, luciferase luminescence, 18-24 h; 360,000 tested, 2.1% active; AID 504444, 2011; also: potency is read from the fitted curve at half-maximal effect; % is scaled to controls: 0 for no effect and ±100 for the full control effect; nearly all actives have a fitted effect of over 60% in size
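Concentration-response testing used A549 ARE_Fluc cells at 5000 cells/well. Following an 18-24 h compound incubation, viability was read by fluorescence (Ex 405/Em 525) and luciferase output by luminescence.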
Akt phos inh: HTS Assay for Inhibitors of Akt Phophorylation: Primary Screen; Neuro2A IGF-stimulated pAkt S473 HTRF, 20 min; stronger effect = lower value; activity change, % for hits at 50 µM; 360,000 tested, 0.32% active; AID 651550, 2012; in the data active = activity change below about -80%; inconclusive = mostly about -51% to -80%; also: % is scaled to controls: 0 for no effect and ±100 for the full control effect
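Single-point screen (50 µM final compound) in Neuro2A cells stimulated 20 min with 6 nM IGF at 37 deg C. After lysis, Ser473-phosphorylated Akt read by HTRF (ex 330 nm, em 615/665 nm) as the 665/615 ratio.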
A549 viability: Nrf2 qHTS screen for inhibitors: counterscreen for cytotoxicity. A549 ARE-Fluc cells, CellTiter-Fluor viability, 18-24 h. Potency, µM (doses to about 46 µM), inactives show at the highest dose activity change, negative = cytotoxicity, actives largely listed as inhibitors. 390,000 tested, 0.16% active; also: potency is read from the fitted curve at half-maximal effect; % is scaled to controls: 0 for no effect and ±100 for the full control effect
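A549 ARE-Fluc cells in 5% FBS OPTI-MEM, 5000 cells/well, rested 2 h then exposed to compounds in concentration-response for 18-24 h at 37 °C. Viability by CellTiter-Fluor fluorescence (Ex 405/Em 525) after 30 min; luciferase luminescence (BugLite, 15 min, RT) read afterwards.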
HepG2 viability: qHTS for Inhibitors of TGF-b: Cytotox Counterscreen; HepG2 CAGA-GFP viability, ATP luminescence, 18 h; Potency, µM (top dose mostly 46.1 µM), for the others: at the highest dose activity change, negative = cytotoxicity, hits mostly cytotoxic; 410,000 tested, 0.76% active; AID 588856, 2011; also: potency is read from the fitted curve at half-maximal effect; some results filed as inactive show a strong effect at the top dose
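CellTiter-Glo luminescence gave cytotoxicity after 18 hours at 37 degrees C. The cells were HepG2 CAGA-GFP in 1% FBS DMEM, stimulated with 500 pg/mL TGF-beta after compound addition. %Activity was normalised to no-cell wells (complete cell-killing) and DMSO (no toxicity), and curves were fitted and classified.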
Nrf2 ARE act: qHTS of Nrf2 Activators; Potency, µM (top dose mostly 46.1 µM), for the others: top-dose activation, usual class: activators; AREc32 ARE-luciferase reporter (MCF7-derived line), luminescence, 24 h; 410,000 tested, 0.31% active; AID 624171, 2012; also: potency is read from the fitted curve at half-maximal effect; % of control where 0% means no effect; nearly all actives have a fitted effect of over 65% in size
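Luminescent ARE reporter assay in AREc32_Fluc cells: overnight plating at 37 deg C, 24 hr compound incubation, Steady-Glo added, 30 min RT before reading.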
TGFb SMAD3 inh: qHTS for Inhibitors of TGF-b | AID 588855, 2011 | HepG2 CAGA-GFP TGF-b/SMAD3 reporter, GFP fluorescence, 18 h; TGF-beta stimulated, 500 pg/mL final | 410,000 tested, 1.2% active | Potency, µM (highest dose often 46.1 µM), for the others: top-dose activity, negative = inhibition, actives largely listed as inhibitors; also: potency is read from the fitted curve at half-maximal effect; % is scaled to controls: 0 for no effect and ±100 for the full control effect; nearly all actives have a fitted effect of over 65% in size
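Smad-responsive CAGA-GFP expression was quantified in HEPG2 cells exposed to compounds and 500 pg/mL final TGF-beta for 18 h at 37 degrees C; unstimulated wells defined full inhibition.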
Starred values were filed as active, the others as inactive; i = inactive; ? = inconclusive; . = not tested or not shown; & = joins results of further samples; [ ] = dose if it differs, or a comment. Unless noted, calls follow the shape of the dose curve; as a rule, active = well fitted curve in the direction sought with a large enough effect; inconclusive = small, poorly fitted or top-dose-only effect, or another doubt; inactive = no such curve, though single readings can be large; an effect the other way counts as inactive or inconclusive.

The opening 2 records, ahead of the listing:
Order of results: CCT modulator, Abeta rescue, MmCpn inh, Nrf2 inh, Akt phos inh, A549 viability, HepG2 viability, Nrf2 ARE act, TGFb SMAD3 inh
CCC1(c2ccccc2)NC(=O)N(CC(=O)N2CCN(S(=O)(=O)c3ccccc3)CC2)C1=O (centres undefined)
 : -0.3, 0.0%, 1.4%, ?, i, 8.7%, -2.0%, 1.0%, 1.2%
CCOc1ccc(C(=O)Nc2ccc3[nH]ncc3c2)cc1
 : 3.0, -11.5%, -4.6%, -22.3%, i, -0.2%, -7.9%, -1.5%, 4.2%

The whole of this part, from the start:
Order of results: CCT modulator, Abeta rescue, MmCpn inh, Nrf2 inh, Akt phos inh, A549 viability, HepG2 viability, Nrf2 ARE act, TGFb SMAD3 inh
CCC1(c2ccccc2)NC(=O)N(CC(=O)N2CCN(S(=O)(=O)c3ccccc3)CC2)C1=O (centres undefined)
 : -0.3, 0.0%, 1.4%, ?, i, 8.7%, -2.0%, 1.0%, 1.2%
CCOc1ccc(C(=O)Nc2ccc3[nH]ncc3c2)cc1
 : 3.0, -11.5%, -4.6%, -22.3%, i, -0.2%, -7.9%, -1.5%, 4.2%
Cc1cc(C)c(S(=O)(=O)NCc2ccncc2)c(C)c1
 : -0.1, 15.4%, 1.4%, ?, i, -17.5%, -18.6%, 0.3%, -2.3%
COc1cccc(CNC(=O)Cn2cccc2)c1
 : 0.5, 8.6%, 0.9%, -11.3%, i, -4.9%, -5.0%, 2.4%, -2.0%
CCOC(=O)N1CCC(NC(=S)Nc2ccc3nc(N4CCN(C)CC4)cc(C)c3c2)CC1
 : -2.3, -4.7%, -0.2%, -1.9%, i, 0.6%, -20.9%, 2.6%, ?
CCC/C(=C1/C(=O)CC(C)(C)C(C(=O)OC)C1=O)N1CCCC1 (centres undefined)
 : -2.5, -8.7%, -2.1%, 9.8%, i, -7.1%, -68.0%, 2.9%, 1.2%
Cc1cc(C)nc(N2CCC(C(=O)O)CC2)n1
 : 1.2, -10.0%, -1.8%, 3.2%, i, 11.5%, 9.5%, -0.8%, 0.5%
CCOC(=O)c1c(NC(=O)CSc2nnc(-c3ccco3)o2)sc(C)c1C
 : -1.9, -24.3%, -3.5%, 10.5%, i, -5.9%, -3.3%, 4.5%, 28.4%
CC(C)N(Cc1cc2ccccc2[nH]c1=O)C(=O)c1cccnc1
 : 2.0, 2.8%, -2.2%, -2.1%, i, -2.6%, -9.9%, 0.3%, -5.0%
COc1ccc(N(CC(=O)Nc2cc(C(=O)O)ccc2C)S(=O)(=O)c2c(C)noc2C)cc1
 : -4.1, -7.9%, 1.9%, -3.0%, i, -2.3%, -2.7%, -0.2%, 18.3%
NC1=NC(=O)C(Cc2ccc(OC(F)(F)F)cc2)S1 (centres undefined)
 : -11.7, -2.3%, -1.8%, -18.0%, i, -1.5%, 28.1%, -0.3%, 4.5%
COc1ccc(NC(=O)Cn2nc(C)c3nn(-c4ccc(Cl)cc4)c(C)c3c2=O)cc1
 : ., -8.0%, ., ., ., -16.2%, -19.8%, 0.4%, -7.6%
NC(=S)NNc1cccc(Cl)c1
 : 0.8, 22.3%, -1.0%, -0.6%, i, -4.2%, -1.3%, 0.9%, -12.6%
COc1ccc(-c2nnn(CC(=O)N(CCCO)C(C(=O)NC3CCCC3)c3ccc(F)cc3)n2)cc1 (centres undefined)
 : 0.9, -8.0%, -1.5%, -3.3%, i, -7.6%, 0.0%, 0.0%, -31.8%
Cc1ccc(-c2nn3c(C)nnc3s2)cc1NC(=O)C(C)C
 : 0.9, -10.8%, 1.0%, 9.6%, i, -3.9%, -9.8%, 1.9%, -4.3%
O=C(CNc1ccccc1Cl)Nc1cc(S(=O)(=O)N2CCOCC2)ccc1Cl
 : -5.6, -16.9%, 0.1%, ?, i, 6.8%, -41.1%, -0.7%, ?
NC(=O)CCC(NS(=O)(=O)c1ccc(Cl)cc1)C(=O)NCc1ccc(Cl)cc1 (centres undefined)
 : -3.7, -16.0%, 1.5%, ?, i, 0.3%, -4.6%, -0.5%, -3.1%
O=C(NCc1ccccn1)C1(C(F)(F)F)C/C(=C\CCO)CCCO1 (centres undefined)
 : -1.5, -0.8%, ., -10.7%&16.2%, i, 10.1%&-2.3%, -9.4%&4.3%, -0.8%, -8.2%&8.4%
Cc1cc(NC(=O)CS(=O)CC(=O)Nc2c(C)cccc2C)ccc1-n1cnnn1 (centres undefined)
 : -0.5, -2.1%, 1.0%, ?, i, -19.1%, -2.7%, -0.8%, 1.6%
COc1cc([C@H]2c3c(cc(OC)c(O)c3OC)C[C@@H](CO)[C@@H]2CO[C@@H]2O[C@H](CO)[C@@H](O)[C@H](O)[C@H]2O)cc(OC)c1O
 : -2.7, -5.3%, 0.8%, 0.4%, i, 1.7%, -11.5%, 0.5%, 8.6%
Cc1ccc(N=C2NC(=O)C(CC(=O)NCc3ccccc3)S2)cc1C (centres undefined)
 : -4.7, -7.3%, 1.8%, 12.2%, i, 7.5%, -21.8%, 3.0%, 0.0%
O=c1cc(CN2CCOCC2)c2ccc(O)c(O)c2o1
 : 0.5, -14.5%, 0.4%, -16.2%, i, 1.7%, -60.8%, -0.2%, ?
CCOc1ncccc1C(=O)Nc1ccc(C)c(S(=O)(=O)N2CCCCCC2)c1
 : -4.6, 4.7%, 0.7%, -24.7%, i, -16.1%, -51.4%, 3.0%, -27.2%
Cc1ccccc1-n1nc2c(c1NC(=O)CC(C)C)CS(=O)C2 (centres undefined)
 : -2.6, 10.7%, 0.1%, 7.9%, i, 3.7%, 4.0%, -0.5%, -0.5%
CC(CCc1ccccc1)NC(=O)COC(=O)c1ccc(F)cc1 (centres undefined)
 : -6.6, -6.4%, -16.1%, -0.4%, i, 2.5%, 2.6%, 0.3%, 0.0%
O=C(Nc1ccccc1C(=O)N1CCOCC1)c1cccnc1
 : -0.6, 27.7%, -0.1%, 5.5%, i, -6.1%, 6.9%, 0.2%, -0.6%
O=C(O)CN1C(=O)COc2ccc(S(=O)(=O)N3CCCCCC3)cc21
 : -0.5, -4.9%, 1.1%, -1.1%, i, -1.3%, 15.1%, -0.8%, 16.6%
Cc1nc(C)c(C(=O)Nc2ccccc2)s1
 : -2.7, 2.7%, -1.2%, ., i, -7.5%, -5.3%, 0.1%, 7.0%
CCOC(=O)c1ccc(NC(=O)Cc2ccc(-n3c(CC)nc4cccnc43)cc2)cc1
 : ., 0.2%, ., 16.3%, ., -2.7%, 1.2%, 5.8%, ?
COc1ccc(NC(=O)CN(C)C(=O)c2n[nH]c3ccccc23)cc1
 : 0.5, 22.0%, -1.0%, 15.8%, i, -10.4%, -13.3%, 0.4%, -1.3%
CCOC(=O)c1c(C)[nH]c(C(=O)COC(=O)c2ccc(O)cc2)c1C
 : -3.5, -14.3%, -6.9%, 2.6%, i, -2.3%, 8.4%, 2.5%, 28.5%
C[C@@H]1NC(=O)[C@@]2(C)[C@@H](c3ccccc3)[C@H]3COc4ccccc4[C@@H]3N2C1=O
 : -1.2, 4.3%, -0.4%, 2.6%, i, -7.4%, 5.1%, -0.1%, ?
CCCC(=O)Nc1ccc(C(=O)NNC(=O)c2cccs2)cc1
 : -1.7, -11.8%, -1.1%, 6.1%, i, -8.3%, 3.1%, -0.4%, 2.0%
Cc1cc(C)n(C(=O)c2ccc(C)c(S(=O)(=O)N3CCOCC3)c2)n1
 : -0.2, -4.8%, 0.0%, -1.0%, i, -5.1%, 6.3%, -0.6%, 4.2%
COc1ccc(OC)c(S(=O)(=O)NC(=O)C2(C)CCN2C(=O)Cc2ccccc2)c1 (centres undefined)
 : -0.5, -5.0%, ., ., i, ., -9.2%, -1.4%, -9.0%
O=C(Cc1ccc(Cl)cc1)Nc1ccc2nn(-c3ccccc3)nc2c1
 : ., -1.6%, ., -12.8%, ., -7.0%, 2.2%, -1.1%, 3.6%
Cc1sc2ncnc(N3CCC(C(=O)Nc4cc(Cl)ccc4Cl)CC3)c2c1C
 : -0.9, 0.6%, -18.4%, ?, i, -13.2%, 5.5%, -0.5%, 5.2%
CC(C)OCCCNc1sc(S(=O)(=O)c2ccccc2)nc1S(=O)(=O)c1ccc(Cl)cc1
 : ., 11.7%, ., 2.9%, ., -2.3%, -3.2%, 0.7%, -13.4%
O=c1oc2ccccc2c(NCc2cccc(F)c2)c1[N+](=O)[O-]
 : 0.5, -11.6%, -0.4%, ?, i, -11.1%, -1.8%, 4.9%, ?
Cc1sc(N)nc1-c1ccc(Oc2ccccc2)cc1
 : -1.2, -87.6%[inhibitor], 1.0%, 12.8%, i, -2.6%, -2.2%, 6.3%, ?

An excerpt from above in order of length of the SMILES, falling.
Order of results: CCT modulator, Abeta rescue, MmCpn inh, Nrf2 inh, Akt phos inh, A549 viability, HepG2 viability, Nrf2 ARE act, TGFb SMAD3 inh
CCOC(=O)N1CCC(NC(=S)Nc2ccc3nc(N4CCN(C)CC4)cc(C)c3c2)CC1
 : -2.3, -4.7%, -0.2%, -1.9%, i, 0.6%, -20.9%, 2.6%, ?
CCCC(=O)Nc1ccc(C(=O)NNC(=O)c2cccs2)cc1
 : -1.7, -11.8%, -1.1%, 6.1%, i, -8.3%, 3.1%, -0.4%, 2.0%
O=C(Nc1ccccc1C(=O)N1CCOCC1)c1cccnc1
 : -0.6, 27.7%, -0.1%, 5.5%, i, -6.1%, 6.9%, 0.2%, -0.6%
